D2 antagonist: antagonists of human D2 dopamine receptor. P14416. HEK293 TREx D2 cells, calcium flux, dopamine EC80. inhibition, % at 10 µM. 340,000 tested, 2% active. AID 485344; in the data active means inhibition above about 30%; further: 0% is about no effect
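HEK293 T-REx D2 cells, tet-induced, calcium dye no-wash. Cpd pintool add, 180 s kinetic, then EC80 DA, 180 s kinetic. Ca flux read.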
D2 potentiator: positive allosteric modulators of human D2 dopamine receptor | P14416 | HEK293 T-REx D2, calcium flux, EC20 dopamine potentiation | potentiation, % at 10 µM | 340,000 tested, 0.34% active;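 active means potentiation over 3 SD above the plate norm, cut at about 30% in these data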; further: 0% is about no effect
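Calcium flux readout, no-wash dye, 1 read/s. Inducible HEK293 Trex D2 line, overnight 30 C. Compound alone 180 s (agonist flags), then EC20 dopamine, another 180 s to score potentiation.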
D1 antag: blocks dopamine activation of the human D1 receptor; P21728; HEK293 TREx D1 cells, calcium flux, dopamine EC80; hits give low values; activity change, negative = inhibition, % at 10 µM; 360,000 tested, 3.2% active; AID 504652; in the data active means activity change below about -30%; further: on the % scale 0 is the no-effect control and ±100 the full control effect
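Calcium flux readout: force-coupled, inducible Hek293 Trex D1 line, cells induced overnight at 30 C with tetracycline, dye-loaded 30–90 min at RT. Antagonism scored against EC80 dopamine challenge given 180 s after compound.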
TRHR enhancer: TRH receptor (human) allosteric enhancement; P34981; TRHR cells, fluo-8 calcium fluorescence, EC20 TRH enhancement; enhancement, % at 2 µM; 360,000 tested, 0.66% active; AID 493056; in the data active means enhancement above about 30%; further: 0% is about no effect
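Enhancer read-out: after compound pinning and an initial kinetic agonist-mode read, an EC20 of TRH (10 nM final) was injected and fluo-8 calcium signal (Ex 480/Em 530) followed at 1 s/cycle for 100 cycles in TRHR-expressing cells.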
D1 potentiator: potentiators of human D1 dopamine receptor | P21728 | HEK293 TREx D1 cells, calcium flux, dopamine EC20 potentiation | potentiation, % at 10 µM | 360,000 tested, 0.036% active; in the data active means potentiation above about 30%; further: 0% is about no effect
D2 ag: activates the human D2 dopamine receptor | P14416 | HEK293 T-REx D2 cells, calcium flux agonist mode | activation, % at 2 µM | 340,000 tested, 0.53% active;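 active means activation over 3 SD above normal in the single-dose calcium agonist read, cut at about 30% in these data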; further: 0% is about no effect
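Tetracycline-induced HEK293 T-REx cells with force-coupled D2 receptor, plated overnight at 30 C, loaded with no-wash calcium dye. After a 10 s baseline, compound was pin-added and calcium flux read kinetically for 180 s; calcium rises flagged agonists.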
TRHR ag: activates the human TRH receptor; P34981; TRHR cells, calcium flux fluo-8, FDSS agonist mode; activation, % at 2 µM; 360,000 tested, 0.18% active; AID 493084; further: 0% is about no effect
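Fluo-8-loaded TRHR cells; 10 s baseline, compound added, kinetic Ca2+ fluorescence read 1/s, agonist mode.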
D1 ag: agonists of human D1 dopamine receptor. HEK293 T-REx D1 cells, calcium flux, agonist mode. activation, % at 2 µM. 360,000 tested, 1% active. AID 504660; further: 0% is about no effect
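Agonism was scored from calcium flux recorded over 180 s (1 read/s) after pintool compound addition, following a 10-cycle baseline. Cells were inducible force-coupled HEK293 TREx D1, plated overnight at 30 C and loaded with no-wash calcium dye.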
RXFP1 antag: blocks the human relaxin receptor RXFP1 | Q9HBX9 | AID 1259400 | activity change, negative = inhibition, % at 57.5 µM | HEK293-RXFP1, relaxin-stimulated cAMP HTRF, 30 min; hits give low values | 350,000 tested, 0.59% active;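 active means activity change of -60% or lower, but not beyond a set lower limit; inconclusive means change between -60% and -40%, or beyond the set limit; inactive means change above -40%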; further: on the % scale 0 is the no-effect control and ±100 the full control effect
Target sequence (Q9HBX9 whole entry, looked up): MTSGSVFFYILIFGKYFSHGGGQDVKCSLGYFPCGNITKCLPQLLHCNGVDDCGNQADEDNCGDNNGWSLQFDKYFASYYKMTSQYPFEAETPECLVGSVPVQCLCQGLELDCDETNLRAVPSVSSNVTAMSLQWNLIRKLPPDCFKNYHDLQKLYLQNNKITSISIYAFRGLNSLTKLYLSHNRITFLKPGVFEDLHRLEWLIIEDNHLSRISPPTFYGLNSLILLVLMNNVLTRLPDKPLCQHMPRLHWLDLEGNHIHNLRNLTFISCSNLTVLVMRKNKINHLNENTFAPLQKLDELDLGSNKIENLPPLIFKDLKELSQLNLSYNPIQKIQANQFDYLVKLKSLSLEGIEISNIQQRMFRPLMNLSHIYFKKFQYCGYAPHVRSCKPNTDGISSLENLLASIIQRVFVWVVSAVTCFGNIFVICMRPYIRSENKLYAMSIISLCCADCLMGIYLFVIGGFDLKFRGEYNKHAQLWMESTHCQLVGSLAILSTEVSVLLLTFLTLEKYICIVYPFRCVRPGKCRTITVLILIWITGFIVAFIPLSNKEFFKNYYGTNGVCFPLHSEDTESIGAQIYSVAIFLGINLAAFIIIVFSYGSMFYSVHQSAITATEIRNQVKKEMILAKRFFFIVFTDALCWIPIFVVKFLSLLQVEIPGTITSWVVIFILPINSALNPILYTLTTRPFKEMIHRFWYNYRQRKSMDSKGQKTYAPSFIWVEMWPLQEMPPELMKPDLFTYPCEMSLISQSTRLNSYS
Active calls of the source: *; ? = inconclusive; / = no result given; & = joins results of further samples. Unless noted, no stated cut-off is given here; in the data, active means activation above about 30%; inactive means the rest.

SMILES	D2 antagonist	D2 potentiator	D1 antag	TRHR enhancer	D1 potentiator	D2 ag	TRHR ag	D1 ag	RXFP1 antag
COc1ccc(C(=O)N2CCCCCCC2)cc1OC1CCN(C(C)C)CC1	-12	-9	-10	11	-1	0.6	1.2	6	16
CCOc1cc(C(=O)CCC(=O)OCC(=O)Nc2ccc(F)cc2)ccc1O	/	/	22	7	1	/	-0.6	1	-8
COC(C[C@@H](O)[C@H](C)[C@@H](O)COCc1ccccc1)OC	16	-7	-30	2	-6	0.3	0.0	-1	/
COc1cc2[nH]c(=O)n(C3CCCCC3)c(=O)c2cc1OC	14	-1	-12	1	4	-0.6	0.1	-3	6
CC(C)[C@H](NC(=O)c1ccccc1)C(=O)OCC(=O)c1ccc2c(c1)NC(=O)CO2	7	-2	-3	-3	2	0.6	-0.4	1	-15
CCOC(=O)Cc1csc(NC(=O)C(NC(=O)C2CCCCC2)C(C)C)n1 (centres undefined)	1	/	-6	6	0	0.8	-0.3	1	-20
Cc1nnc(SCC(=O)NCc2ccc(N(C)C)cc2)c2nn(-c3ccccc3)c(C)c12	/	4	0	-2	0	-0.3	-1.0	3	-7
O=C(CCS(=O)(=O)c1cccc2nonc12)Nc1ccc(Br)cc1	5	-1&-3	2&-15	-3&-1	-8&2	0.1&-0.5	-0.2&0.7	2&0	13&-5
CCOC(=O)C1CCCN(C(=O)c2cc(Nc3ccc(OC)cc3OC)nc3ccccc23)C1 (centres undefined)	/	4	8	20	0	/	-0.5	1	1
CCOc1ccc2nc(NC(=O)c3nc(SCc4ccc(C)cc4)ncc3Cl)sc2c1	/	1	-8	-5	-1	/	1.0	2	/
O=S(=O)(NCc1ccccc1)NCc1ccccc1F	3	3	-10	-1	-6	-0.5	-0.5	1	-1
CCCN1CCC(=O)N([C@H](CSc2ccccc2)Cc2ccccc2)CC1	-49	4	9	-6	-4	0.3	-0.7	1	/
COc1ccc(N(C(=O)CNC(=O)c2ccco2)C(C(=O)NCC2CCCO2)c2ccccc2)c(OC)c1 (centres undefined)	-8	-14	-9	0	6	0.6	-0.4	4	-3
Cn1c(=O)c2c(nc(N3CCN(C(=O)c4ccco4)CC3)n2CCSc2ncccn2)n(C)c1=O	16	5	-1	21	-3	0.9	-0.1	1	4
COc1ccccc1C(=O)Nc1ccc2nc(SCC(=O)N(C)c3ccccc3)sc2c1	/	3	-2	6	1	0.1	-0.2	8	/
Cc1cc(C)n2nc(SCC(=O)N/N=C/c3cccc(Br)c3)nc2n1	-19	8	1	8	-5	-1.4	-0.2	1	-12
CCOc1cc(C2c3c(oc4cc(C)c(Cl)cc4c3=O)C(=O)N2Cc2ccco2)ccc1O (centres undefined)	-3	-11	-2	-8	0	0.3	-0.3	0	-1
COc1ccc(S(=O)(=O)Nc2c(C)nc3nc(C)[nH]n3c2=O)cc1	-4	6&-1	14&4	0&-3	7&-1	-1.9&0.7	-1.9&0.5	-3&0	-3&-5
O=C(N/N=C/C=C\c1ccccc1[N+](=O)[O-])c1cc(-c2ccc3ccccc3c2)n[nH]1	14	-5	-3	-5	3	0.1	0.3	3	-3
c1ccc2nc(-c3nccs3)ccc2c1	15	-11	9	5	-5	0.0	0.3	1	4
S=c1[nH]nc(CSc2nc3ccccc3s2)o1	8	-4	-4	-9	-3	-0.4	0.0	1	-3
CC(C)CC1NC(=O)N(CC(=O)Nc2ccc(OC(F)F)cc2)C1=O (centres undefined)	9	-5	5	4	-6	0.0	-0.1	3	-2
CCn1ncc(Br)c1C(=O)Nc1cc([N+](=O)[O-])ccc1C	-4	9	4	-1	0	-0.6	-0.4	0	-1
CC(=O)c1cccc(N(C(=O)Cn2nnc3ccccc32)C(C(=O)NC2CCCCC2)c2cn(C)nc2C)c1 (centres undefined)	-7	14	7	6	3	-0.1	1.0	-1	-11
CCCn1c(N)c(C(=O)CN(C)CC(=O)Nc2ccccc2C(F)(F)F)c(=O)[nH]c1=O	-12	12	-20	4	12	0.0	-0.4	-1	2

Some of these compounds in order of their number in D2 antagonist, falling.
structure	D2 antagonist
COC(C[C@@H](O)[C@H](C)[C@@H](O)COCc1ccccc1)OC	16
c1ccc2nc(-c3nccs3)ccc2c1	15
CC(C)CC1NC(=O)N(CC(=O)Nc2ccc(OC(F)F)cc2)C1=O (centres undefined)	9
COc1ccc(C(=O)N2CCCCCCC2)cc1OC1CCN(C(C)C)CC1	-12
Cc1cc(C)n2nc(SCC(=O)N/N=C/c3cccc(Br)c3)nc2n1	-19
CCCN1CCC(=O)N([C@H](CSc2ccccc2)Cc2ccccc2)CC1	-49

Fetched by compound from the entries so far (two):
SMILES	D2 antagonist	D2 potentiator	D1 antag	TRHR enhancer	D1 potentiator	D2 ag	TRHR ag	D1 ag	RXFP1 antag
CCn1ncc(Br)c1C(=O)Nc1cc([N+](=O)[O-])ccc1C	-4	9	4	-1	0	-0.6	-0.4	0	-1
COc1ccccc1C(=O)Nc1ccc2nc(SCC(=O)N(C)c3ccccc3)sc2c1	/	3	-2	6	1	0.1	-0.2	8	/

The listing continues.
SMILES	D2 antagonist	D2 potentiator	D1 antag	TRHR enhancer	D1 potentiator	D2 ag	TRHR ag	D1 ag	RXFP1 antag
Cc1cc(N)n(-c2ccc(S(=O)(=O)N3CCOCC3)cc2[N+](=O)[O-])n1	-32	7	10	1	-6	-0.6	-0.3	1	-18
Cc1cccc(C)c1N(CC(=O)N/N=C/c1cc(Br)c(C)o1)S(C)(=O)=O	-18	3	-7	12	0	-1.6	0.1	1	2
C/C(CC(=O)Nc1cc(Cl)ccc1Cl)=N\NC(=O)COc1cccc(C)c1	6	12	-3	7	3	0.3	0.3	1	-11
CC(=O)c1ccc(OC(=O)CCc2nc3ccccc3s2)cc1	8	3	10	4	-2	-0.3	-0.6	1	6
O=C(Nc1ccccc1C(=O)N1CCN(Cc2ccccc2)CC1)c1ccccc1	-12	16	1	1	-6	1.1	0.0	1	-1
Nc1nc(-c2ccccc2)cc(C(F)(F)F)n1	/	/	-2	2	-4	/	-0.1	1	7
O=C(c1ccccc1)c1ccc2c(c1)OCCCO2	-14	-3	-40*	-7	-3	-1.0	-0.9	1	-15
O=C(CSC1=NCCS1)NC(c1ccccc1)c1ccccc1	5	0	2	4	-15	-1.7	0.0	4	-32
O=C(/C=C/c1cccc([N+](=O)[O-])c1)OCC(=O)N1CCOCC1	14	-5	9	9	-6	0.0	0.0	1	4
COc1ccc(N2CCN(C(=O)c3cnn(-c4ccc(OC)cc4)c3C3CCN(C(=O)OC(C)(C)C)CC3)CC2)cc1	/	/	-31*	4	-6	0.3	-1.0	0	-9
COc1ccc(C2CC(C(F)(F)F)n3nc(C(=O)NCCCn4ccnc4)cc3N2)cc1OC (centres undefined)	-3	-3	-6	-4	-6	0.0	0.0	1	-2
N#CCCn1cc(/C=C/C(=O)O)c(-c2ccc(F)cc2)n1	-15	2	-2	-19	-4	2.3	0.2	1	0
COc1ccc(CC(=O)Nc2ccc(S(=O)(=O)Nc3nc(C)cc(C)n3)cc2)cc1	-3	-3	/	-9	2	-0.4	0.3	0	-6
CCC(=O)NC(=S)Nc1ccc(NC(=O)c2ccco2)c(Cl)c1	4	4	-4	-1	-4	0.1	4.3	42*	-3
Cc1cc(N2CC(C(=O)O)CC2=O)ccc1Br (centres undefined)	4	-4	9	-4	-1	0.6	-0.1	1	-12
COc1ccc(C)cc1NC(=O)c1ccoc1C	-5	-3	-10	-1	-8	-1.3	-0.3	0	4
CC(=O)Nc1ccc(Nc2cc(C)nc3c(-c4ccc(Cl)cc4)c(C)nn23)cc1	16	3	-22	-2	3	2.1	0.6	0	-10
COc1ccc(/C=C/c2cc(C(F)(F)F)[nH]c(=O)n2)cc1OC	7	6	1	0	-4	-0.1	0.1	5	-3
CCN(CC)CCn1c2c(c(SCC(=O)Nc3cc(C)ccc3C)nc1=O)CCC2	6	4	38	12	-1	-1.1	-0.6	-2	-7
O=C(c1ccc2c(c1)[nH]c(=S)n1c3ccccc3nc21)N1CCN(c2cccc(Cl)c2)CC1	-13	-3	12	-1	-10	-0.7	0.5	3	-15
Cc1ccc(C(=O)O/N=C/c2ccc(N(C)C)cc2)cc1	1	-4	-10	-2	5	0.1	1.4	1	-10
Cc1ccc(NC(=O)C2CCCN(S(=O)(=O)c3cccs3)C2)cc1 (centres undefined)	-6	12	-1	8	-6	0.5	0.5	5	-2
Cc1ccc(N(C(=O)c2csnn2)C(C(=O)NC2CCCCC2)c2cccnc2)c(C)c1 (centres undefined)	-32	-10	3	4	-6	0.9	0.5	3	5
N#Cc1ccc(OCC(=O)Nc2ccncc2)cc1	-15	-5	10	1	11	-2.0	-0.8	4	-13
CCNC(=S)N1CCc2cc(OC)c(OC)cc2C1COc1ccc(F)cc1 (centres undefined)	-4	5	9	4	1	-0.1	1.0	4	-11
Next entries follow.
SMILES	D2 antagonist	D2 potentiator	D1 antag	TRHR enhancer	D1 potentiator	D2 ag	TRHR ag	D1 ag	RXFP1 antag
Cc1cccc(NC(=O)CSc2nc(=O)n(Cc3ccccn3)c3c2CCC3)c1C	/	-9	/	2	3	1.3	-0.8	-3	/
CC[C@H](C)C(=O)O[C@H]1C[C@@H](C)C=C2C=C[C@H](C)[C@H](CC[C@@H]3C[C@@H](O)CC(=O)O3)[C@H]21	-33&0	3&-1	6	6&1	3&10	-0.7&0.0	-0.5&-0.2	0&-3	-26
CC(C)=CCC/C(C)=C/COc1c2ccoc2cc2oc(=O)ccc12	/	/	-2	-3	6	/	0.4	40*	/
CCN(CC)c1ccc2cc(-c3nc(-c4cccs4)no3)c(=O)oc2c1	/	-12	-28	13	-4	/	124*	278*	3
COc1ccc(NC(=O)c2cncn2-c2ccccc2)cc1	5	1	6	-5	4	0.9	0.4	-1	-6
COc1ccc2c(C(=O)c3ccc(C)cc3)n(CCCC(N)=O)[n+]([O-])c2c1	-4	-14	-4	-2	-6	-0.3	-0.3	0	/
CCc1ccc(OCC(=O)N(Cc2ccc(OC)cc2)C2CCS(=O)(=O)C2)cc1 (centres undefined)	/	/	1	-11	-1	0.1	1.3	4	-8
Cn1nc(N)c2c(-c3ccc(Cl)cc3)c(C#N)c(N)nc21	-5	2	-10	2	-4	1.6	-1.3	1	-11
CNc1cc(F)nc(F)n1	0	-5	-1	-4	5	0.8	1.2	-2	-7
Cc1c(CC(=O)N2CCCCC2)c(=O)oc2c(C)c(O)ccc12	/	5	2	2	0	-0.5	-0.2	0	4
O=Cc1cccn1-c1sc2c(c1C(=O)O)CCCC2	/	/	18	1	0	/	0.6	1	-16
CCOC(=O)C1CCN(S(=O)(=O)c2ccc(C(C)(C)C)cc2)CC1	10	-3	-16	-2	0	0.3	0.0	3	-13
O=C(NCCOc1ccc(F)cc1)C1CCC(=O)N(CCCN2CCOCC2)C1 (centres undefined)	-10	19	6	-1	18	0.7	0.8	2	3
CCOC(=O)C1CCN(Cc2nc3ccc(Cl)cc3n2CCO)CC1	-8	-2	0	2	-8	-0.9	0.0	1	-9
COc1ccc(-c2cc(OC(=O)c3ccc(Cl)cc3)c3c(C)oc(C)c3c(=O)c2)cc1	/	3	7	-9	3	0.3	1.7	1	?
